S1P2 antag – S1P2 (human) receptor antagonism; O95136; cell-based S1P2 antagonist assay, inhibition at 5 uM; inhibition, % at 5 µM; hit rate 0.21% among 97,000; AID 736; in the data active = inhibition above about 45%;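 also: CRE beta-lactamase reporter cells expressing human S1P2 stimulated with S1P; 0% = agonist at EC80 alone and 100% = agonist plus reference antagonist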
Target sequence (O95136 whole entry, looked up): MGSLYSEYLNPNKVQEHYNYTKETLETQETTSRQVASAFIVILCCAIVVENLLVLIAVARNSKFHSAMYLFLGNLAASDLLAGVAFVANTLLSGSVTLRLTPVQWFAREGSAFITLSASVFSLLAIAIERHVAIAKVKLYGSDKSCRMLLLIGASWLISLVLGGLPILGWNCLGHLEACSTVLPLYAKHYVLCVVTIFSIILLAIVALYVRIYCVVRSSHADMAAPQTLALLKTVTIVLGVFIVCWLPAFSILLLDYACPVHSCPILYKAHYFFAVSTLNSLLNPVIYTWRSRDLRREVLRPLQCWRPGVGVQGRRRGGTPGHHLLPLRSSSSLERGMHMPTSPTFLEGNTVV
sEH activator – soluble epoxide hydrolase (human) activation; hit rate 0.04% among 91,000; purified human sEH enzymatic activity, activator screen; AID 717; activation, % at 2 µM; in the data active = activation above about 37%; also: values of inactives mirror those of a sister screen read the other way
sEH inh – soluble epoxide hydrolase (human) inhibition | P34913 | recombinant human sEH enzymatic activity assay | inhibition, % at 2 µM | hit rate 0.34% among 91,000 | AID 707; in the data active = inhibition above about 80%; also: values of inactives mirror those of a sister screen read the other way; many of its hits are not listed in these tables
Mac1 fbg inh – blocks human CD11b/CD18 adhesion to fibrinogen; K562 CD11b/CD18 adhesion to fibrinogen, ATPlite luminescence; Mn2+ added to activate the integrin; inhibition, % at 10 µM; hit rate 0.54% among 93,000;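 active = primary inhibition of 50% or more at 10 µM, then 40% or more on retest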; also: some results filed as inactive read as strong as hits
S1P2 ag – S1P2 (human) receptor agonism | AID 729 | O95136 | activation, % at 4.5 µM | S1P2-expressing cell line, agonist reporter read-out | hit rate 0.46% among 97,000; in the data active = activation above about 16%;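 also: 0% = vehicle low control and 100% = maximal reference agonist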
PostGolgi yeast – growth inhibition of a yeast mutant, post-Golgi transport screen | inhibition, % at 10 µM | hit rate 0.9% among 98,000 | post-Golgi transport phenotypic cell assay;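 also: yeast cells grown in 1536-well plates; yeast grown about 18 h at 30C before absorbance read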
Ecoli WT expand – growth inhibitors of E. coli BW25113 wild type | growth inhibition, % at 100 µM | hit rate 0.15% among 98,000 | OD600 absorbance;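 active = growth inhibition above about 50% at one test dose, limit read from the data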;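 also: growth measured after 20 h incubation at 37 °C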
PostGolgi ctrl – inhibits growth of the yeast control strain | efflux-deficient yeast background strain, growth absorbance A615, 16 h | inhibition, % at 10 µM | hit rate 5% among 98,000 | AID 738
PLAP act – human PLAP activation | hit rate 1.2% among 96,000 | P05187 | AID 696 | purified PLAP enzyme, luminescent substrate read-out; hits give high values | activation fold at 20 µM; in the data active = activation fold above about 2
Target sequence (P05187 whole entry, looked up): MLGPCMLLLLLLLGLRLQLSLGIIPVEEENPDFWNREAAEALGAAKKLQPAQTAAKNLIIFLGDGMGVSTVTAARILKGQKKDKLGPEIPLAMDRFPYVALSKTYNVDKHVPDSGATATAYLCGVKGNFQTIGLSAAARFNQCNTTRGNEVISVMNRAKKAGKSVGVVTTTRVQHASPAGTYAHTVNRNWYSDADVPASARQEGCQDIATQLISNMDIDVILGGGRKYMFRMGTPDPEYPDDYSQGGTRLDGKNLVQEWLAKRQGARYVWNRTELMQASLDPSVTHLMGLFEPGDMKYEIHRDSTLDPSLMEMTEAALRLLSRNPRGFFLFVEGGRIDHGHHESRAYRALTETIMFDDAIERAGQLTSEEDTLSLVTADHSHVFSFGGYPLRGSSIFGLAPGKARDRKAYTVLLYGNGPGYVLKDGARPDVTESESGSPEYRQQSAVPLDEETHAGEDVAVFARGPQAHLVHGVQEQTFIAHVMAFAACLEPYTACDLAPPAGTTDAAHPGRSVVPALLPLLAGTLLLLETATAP
The depositor's hits bear a star; x = not tested or not shown. Rule as the data show it, unless noted: active = inhibition above about 30%; inactive = the rest.

SMILES | S1P2 antag | sEH activator | sEH inh | Mac1 fbg inh | S1P2 ag | PostGolgi yeast | Ecoli WT expand | PostGolgi ctrl | PLAP act
CCC(=O)Nc1cc(C)c(NC(=O)CCc2ccccc2)cn1 | 0.4 | -7.5 | 8.6 | 8.3 | -4.2 | 7.3 | 3.0 | -9.3 | 1.1
CC(=O)c1sc(NC(=O)C=C(C)C)nc1C | -8.5 | -8.0 | 8.6 | -9.5 | 2.8 | -7.2 | 1.0 | 13.9 | 0.9
CCOc1nonc1C(=N)/C(C(C)=O)=C(\C)O | 17.5 | 13.3 | -12.6 | 17.3 | -3.0 | -4.5 | -3.0 | 2.7 | 1
Cc1nc2nc(C)c(CCC(=O)N3CCN(c4ccccn4)CC3)c(C)n2n1 | -1.7 | 0.2 | -3.5 | -0.6 | -1.8 | 11.3 | 1.0 | -0.4 | 0.9
C=CCN1C(=O)C2C(C(=O)NC)C3C=CC2(O3)C1C(=O)NCc1ccc(OC)cc1 (stereo not drawn) | x | x | x | -16.2 | x | 0.2 | 3.0 | -10.2 | 0.9
CCCc1ccc(C(=O)N2CCN(c3ccccc3OCC)CC2)cc1 | -13.2 | 6.1 | -3.0 | -7.5 | -4.6 | 1.1 | 9.0 | 23.6 | 1.2
CCCCn1c(SC(C)C(N)=O)nc2cc(C(=O)OC)ccc2c1=O (stereo not drawn) | -8.7 | x | x | x | 0.2 | 0.0 | -5.0 | -1.4 | 0.9
Cc1ccc(S(=O)(=O)N2CCN(C(=O)C3Cc4ccccc4CN3C(=O)c3ccco3)CC2)cc1 (stereo not drawn) | -11.6 | -7.0 | 7.1 | x | -2.1 | 7.8 | 0.0 | 2.5 | 1.2
C/C(=N\Nc1ccc(Cl)cc1)c1ccccn1 | 16.1 | -5.9 | 7.2 | -5.3 | -6.8 | 5.2 | 17.0 | 15.8 | 1
O=C(CCCCCn1c(=S)[nH]c2cc3c(cc2c1=O)OCO3)N1CCN(C(=O)c2ccco2)CC1 | -17.9 | 13.9 | -14.3 | x | -0.3 | 13.6 | 3.0 | 20.4 | 1.1
Cc1ccc(S(=O)(=O)NC(CC(=O)N2CCOCC2)c2ccco2)cc1 (stereo not drawn) | 15.3 | 11.2 | -10.7 | -10.0 | -12.6 | 14.6 | -1.0 | 3.2 | 0.9
Cc1ccc(NC(=O)CSc2nccn2Cc2ccccc2)cc1C | 12.6 | -6.2 | 7.3 | -14.5 | -10.2 | -15.6 | 6.0 | 5.0 | 0.8
Cc1cnc(NC(=O)CSc2ccccc2)s1 | -5.8 | 2.9 | -1.0 | -5.5 | 1.2 | -2.5 | 6.0 | -3.7 | 0.8
CCN1CCN(C(=O)c2ccccc2N(Cc2ccccc2)S(C)(=O)=O)CC1 | x | x | x | -15.6 | x | -12.1 | 3.0 | 5.2 | 1.1
CCCc1nc(SCC(=O)Nc2cc(C)on2)c2ccccc2n1 | -0.3 | -21.5 | 21.3 | 7.4 | 0.5 | -12.5 | -2.0 | 12.9 | 0.9
CCCCCn1c(=O)[nH]c2cc(C(=O)N3CCN(CC)CC3)ccc2c1=O | -1.4 | 16.1 | -16.6 | -1.1 | -2.6 | 8.5 | 8.0 | 4.4 | 1.6
O=C(NCCc1ccccc1)c1ccc2c(c1)N(Cc1ccccc1)C(=O)CS2=O (stereo not drawn) | x | x | x | -8.6 | x | 6.5 | 6.0 | -8.8 | 1.2
CC(=O)Nc1cccc(N2C(=O)CC(Cc3ccccc3)C2=O)c1 (stereo not drawn) | x | x | x | -0.5 | x | -10.9 | 2.0 | -1.1 | 1
Cc1ccc(O)c(C(=O)c2cc(C#N)c(=O)n(-c3c(C)n(C)n(-c4ccccc4)c3=O)c2)c1 | 15.6 | -5.1 | 3.7 | -2.3 | -6.5 | 5.5 | -2.0 | 0.4 | 1.1
O=c1cc(C(F)(F)F)nc(-n2[nH]c3c(c2=O)CCCC3)[nH]1 | 17.8 | -0.7 | 1.8 | x | -1.2 | -20.9 | -9.0 | 10.4 | 1.6
O=C(O)c1ccc2c(c1)N(Cc1cccc(F)c1)C(=O)CS2 | 1.0 | -5.1 | 6.7 | 14.2 | 0.3 | 15.1 | 7.0 | -4.7 | 1.1
N#Cc1c(NC(=S)NC(=O)Cc2cccs2)sc2c1CCCCC2 | -25.2 | 6.1 | -6.1 | 100.3 | -5.6 | -1.6 | -18.0 | 20.1 | 1.1
O=C(Nc1ncc2c(n1)-c1ccccc1CC2)c1ccccc1 | 0.2 | -0.4 | -2.4 | x | -6.7 | 6.5 | -2.0 | 8.0 | 0.8
CCCN(c1ccc(OCC)cc1)S(=O)(=O)c1ccc2c(c1)CCN2C(=O)CCC(=O)O | -4.4 | x | x | x | -4.8 | -2.7 | 1.0 | 3.5 | 1.5
Cc1cccc(N(C)C(=O)COc2cc(=O)n(C)c3ccccc23)c1 | 17.1 | x | x | 10.6 | -5.4 | -12.8 | 4.0 | 6.7 | 1.2

Going on with the list.
SMILES | S1P2 antag | sEH activator | sEH inh | Mac1 fbg inh | S1P2 ag | PostGolgi yeast | Ecoli WT expand | PostGolgi ctrl | PLAP act
CCOc1cccc(C(=O)Nc2ccc(N(CC)CC)cc2)c1 | x | x | x | 0.2 | x | 7.6 | 0.0 | 4.2 | 0.7
O=C(NCCCO)c1ccc2[nH]c3ccccc3c2c1 | x | x | x | -10.5 | x | 12.8 | 13.0 | -2.0 | 0.9
Cc1ccc(/C=C/C(=O)O)cc1S(=O)(=O)NCCCC(=O)O | -4.3 | -2.0 | 6.0 | x | -1.8 | -6.0 | -4.0 | 4.8 | 0.9
COc1ccccc1-n1nnnc1SCC(=O)NC1CCCC1 | 6.3 | -2.0 | 3.2 | -2.8 | 4.3 | -1.6 | -1.0 | 41.6* | 0.9
CN(C)c1ccc(N2CN=C3SCC(=O)N3C2)cc1 | 21.2 | 14.9 | -11.7 | x | -7.5 | 14.1 | 12.0 | 19.8 | 0.9
Cc1cccc(OCC(=O)Nc2cccc(-c3nnc(-c4ccccc4)o3)c2)c1C | -16.0 | -8.3 | 9.5 | x | -3.6 | -7.4 | -1.0 | -4.6 | 0.7
O=C(COc1ccccc1-c1ccccc1)N/N=C/c1cccc2ccccc12 | 12.4 | 3.8 | -1.4 | x | -1.8 | 1.6 | -22.0 | 19.5 | 0.9
CCOC(=O)C(=CNCC(=O)OC)C(=O)OCC | -2.9 | 32.0 | -29.4 | 0.1 | -2.3 | 28.4 | 2.0 | 0.0 | 0.9
Cc1cc(=O)n(C)c(=O)n1CCCNc1ccccc1 | 1.1 | 9.3 | -6.5 | -7.0 | -6.2 | -3.4 | -1.0 | 6.0 | 1
Cc1cc(C(=O)CSc2n[nH]c(N)n2)c(C)n1-c1cc(F)ccc1F | -21.9 | 5.2 | -7.5 | -10.1 | -5.1 | 2.3 | 2.0 | 0.7 | 2.4*
Cc1cc(/N=C/C=C2\N(C)c3ccccc3C2(C)C)n(CCC#N)n1 | -16.9 | 10.3 | -7.1 | -13.4 | -7.7 | -2.2 | -2.0 | 5.6 | 1.2
CC(=O)c1c(N2CCN(c3ccccc3)CC2)nc(=S)n(-c2ccccc2)c1C | 14.7 | -2.8 | 2.2 | -1.5 | -2.7 | 0.3 | -3.0 | 8.4 | 1.4
Nc1nc(CN2CCCCC2)cs1 | 12.3 | x | x | 0.3 | -3.5 | -1.9 | 4.0 | -4.5 | 1.1
COc1nc(-c2ccccc2)cc(-c2ccccc2)n1 | 8.1 | -5.9 | 5.7 | 6.5 | -7.2 | 7.8 | -10.0 | 9.4 | 1.3
CCC(=O)Nc1ccc2c(c1)nc(CN1CCN(C(C)=O)CC1)n2C | 8.6 | -19.2 | 20.8 | -7.9 | -0.8 | 8.5 | -1.0 | 3.8 | 0.8
Cc1sc2c(c1C)c(=O)n(-c1ccccc1)c1nnc(C)n21 | -11.2 | -5.7 | 5.7 | x | -1.5 | -9.1 | -1.0 | 10.4 | 1
CC(=O)c1c(C(C)=O)c(C)n(C2CCCCC2)c1C | -5.0 | -19.2 | 22.6 | x | -1.9 | x | x | x | x
CCOc1ccc(N2C(=O)Nc3ccccc3C2(O)C(=O)NCc2ccc3c(c2)OCO3)cc1 (stereo not drawn) | -32.3 | 8.8 | -12.1 | x | -3.5 | 11.9 | -10.0 | 7.8 | 0.8
COc1cc(C(=O)NCCC(=O)NC2CCCCCCC2)cc(OC)c1OC | x | x | x | -10.2 | x | -1.1 | 0.0 | -2.9 | 1
CCCn1c(SCC(=O)Nc2c(C)cccc2C)nnc1C(C)C | 24.3 | 4.0 | -6.5 | -4.0 | -5.3 | -5.3 | -9.0 | -4.9 | 0.9
CCc1nnc(NC(=O)CSc2nnc(-c3ccoc3C)n2-c2cccc(C)c2)s1 | -11.0 | 6.6 | -6.5 | 51.8 | -4.1 | -7.1 | 26.0 | 9.0 | 1.4
CCN1CCc2c(sc(N)c2C#N)C1 | 13.1 | 0.4 | 4.5 | 2.2 | -2.0 | 1.5 | -11.0 | 11.0 | 1
CC(C)(C)C(=O)Nc1ccccc1C(=O)NCc1ccco1 | x | x | x | -0.7 | x | 9.7 | 2.0 | 9.0 | 1
COc1ccc(C2(CNC(=O)C(c3ccccc3)c3ccccc3)CCOCC2)cc1OC | -33.8 | 21.1 | -23.3 | x | -3.7 | x | x | x | x
COC(=O)c1c(-c2ccc3ccccc3c2)csc1NC(=O)Cc1ccc(OC)c(OC)c1 | -18.5 | -3.8 | 4.8 | 10.2 | -3.9 | -1.4 | 19.0 | 15.4 | 1.3

More entries.
SMILES | S1P2 antag | sEH activator | sEH inh | Mac1 fbg inh | S1P2 ag | PostGolgi yeast | Ecoli WT expand | PostGolgi ctrl | PLAP act
O=C(NC12CC3CC(CC(C3)C1)C2)C1=COCCO1 | 16.5 | -1.9 | 3.1 | -1.7 | -0.9 | 14.7 | 5.0 | 5.3 | 1.2
CCOc1cc(C(=O)NC(C)CC)cc(OCC)c1OCC (stereo not drawn) | 18.6 | -8.5 | 8.2 | -24.3 | -6.2 | -7.6 | -1.0 | 6.6 | 1.1
COc1ccccc1-c1nnc(SCC(=O)N2CCC(C)CC2)o1 | -8.8 | 3.8 | -2.4 | -6.2 | -3.0 | 8.0 | 6.0 | 4.9 | 1.7
COC(=O)c1cc2oc3ccccc3c2n1CC(=O)N1CCCc2ccccc21 | -17.1 | 16.4 | -17.7 | 0.2 | -0.4 | -3.1 | -13.0 | 6.4 | 0.9
O=C(COc1ccc2ccccc2c1)Nc1ccc(S(=O)(=O)N2CCCCCC2)cc1 | -11.8 | -23.4 | 25.1 | x | -4.2 | x | x | x | x
CCCC(C)NC1=NCCCCC1 (stereo not drawn) | -4.2 | -2.3 | 1.8 | x | -5.2 | 6.8 | -2.0 | -1.5 | 1
Cc1ccc(-c2nnn(CCC(=O)N3CCCCC3C)n2)cc1 (stereo not drawn) | 1.1 | -10.3 | 11.4 | 8.6 | -5.8 | -4.1 | 8.0 | 11.2 | 1.1
CC(C)(C)c1ccc(C(=O)OCCNC(=O)c2c(Cl)nc3ccccn23)cc1 | -7.9 | -8.9 | 9.1 | 2.3 | -5.4 | -2.1 | -8.0 | 37.4* | 1.6
O=C(CSc1nccn1-c1cccc(Cl)c1)Nc1ccc2c(c1)OCCO2 | 0.6 | -13.4 | 16.4 | -14.2 | -9.8 | -3.5 | -10.0 | 6.7 | 0.8
COCCCn1c(SCC(=O)n2c(C)c(C)c3ccccc32)nnc1-c1ccoc1C | -5.6 | -2.2 | 3.8 | -24.0 | -8.9 | -0.5 | 1.0 | 9.0 | 1.5
CCN(CC)CCNS(=O)(=O)c1ccc(Cl)cc1 | 12.5 | x | x | 45.0 | -3.5 | -8.6 | 0.0 | -5.0 | 1

Random excerpt: 5 records from the list, in no set order.
SMILES | S1P2 antag | sEH activator | sEH inh | Mac1 fbg inh | S1P2 ag | PostGolgi yeast | Ecoli WT expand | PostGolgi ctrl | PLAP act
COc1ccccc1-c1nnc(SCC(=O)N2CCC(C)CC2)o1 | -8.8 | 3.8 | -2.4 | -6.2 | -3.0 | 8.0 | 6.0 | 4.9 | 1.7
CCOc1cc(C(=O)NC(C)CC)cc(OCC)c1OCC (stereo not drawn) | 18.6 | -8.5 | 8.2 | -24.3 | -6.2 | -7.6 | -1.0 | 6.6 | 1.1
CCN(CC)CCNS(=O)(=O)c1ccc(Cl)cc1 | 12.5 | x | x | 45.0 | -3.5 | -8.6 | 0.0 | -5.0 | 1
COCCCn1c(SCC(=O)n2c(C)c(C)c3ccccc32)nnc1-c1ccoc1C | -5.6 | -2.2 | 3.8 | -24.0 | -8.9 | -0.5 | 1.0 | 9.0 | 1.5
COC(=O)c1cc2oc3ccccc3c2n1CC(=O)N1CCCc2ccccc21 | -17.1 | 16.4 | -17.7 | 0.2 | -0.4 | -3.1 | -13.0 | 6.4 | 0.9

Compound activity: PubChem BioAssay, several laboratories
